NCOA3 inh = inhibits human SRC3 coactivator; AID 588352; 360,000 compounds, 0.17% hits; Q9Y6Q9; HEK293 GAL4-SRC3 luciferase reporter, luminescence; inhibition, % at 3.6 µM;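 active = inhibition above a per-campaign cutoff, the mean of all compounds plus 3 SD, cut at about 60% in these data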;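 note: 0% = DMSO-treated cells and 100% = gossypol-treated cells at 36 µM; higher means less SRC3-driven luciferase light from the GAL4 reporter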
LMP1 NFkB inh = reduces LMP1-driven NF-kappaB luciferase signal; LMP1-induced NF-kappaB luciferase reporter cells, luminescence; inhibition, % at 12.5 µM; 350,000 compounds, 0.69% hits; AID 504558; in the data active = inhibition above about 41%; inconclusive = no clear call, values can overlap the other calls;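 note: 0% = neutral control wells and 100% = reference inhibitor control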
NOD2-RIPK2 inh = NOD2-RIPK2 protein interaction inhibition; O43353; CHO BLA complementation NOD2-RIPK2, CCF4 ratio; inhibition, % at 4.98 µM; 360,000 compounds, 0.38% hits; AID 624267; in the data active = inhibition above about 21%;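 note: 0% = vehicle only and 100% = reference blocker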
SRC1 inh = inhibitors of human steroid receptor coactivator 1 (SRC1) | Q15788 | HEK293 GAL4-SRC1 luciferase reporter, luminescence | inhibition, % at 3.6 µM | 360,000 compounds, 0.12% hits;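 active = inhibition above the campaign mean plus 3 SD, with each screening campaign given its own cutoff, cut at about 60% in these data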;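 note: 0% = DMSO treated cells and 100% = gossypol at 36 µM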
COUP-TFII inh = NR2F2 (human) inhibition, primary screen; P24468; HEK293T NGFI-A luciferase reporter, luminescence; inhibition, % at 8.6 µM; 370,000 compounds, 0.7% hits;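 active = inhibition above a per-plate cutoff, mean inhibition of test wells between control levels plus 3 SD, cut at about 38% in these data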;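 note: cells cotransfected with COUP-TFII expression vector driving the NGFI-A reporter; 0% = median of COUP-TF2 test wells and 100% = reporter-only cells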
TROY signal inh = inhibitors of TROY-dependent NF-kB signaling; Q293 LMP1-TROYcd NF-kB luciferase reporter, 4 h; 360,000 compounds, 0.98% hits; inhibition, % at 10 µM;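 active = compounds whose plate-normalised and pattern-corrected inhibition of the luciferase reporter signal at the single screening dose is 50% or more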
NCOA2 inhibitor = human SRC2 (NCOA2) inhibition; Q15596; HEK293 GAL4-SRC2 luciferase reporter, luminescence; inhibition, % at 9 µM; 370,000 compounds, 0.17% hits; AID 651957;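 active = inhibition above the mean inhibition of all tested compounds plus 3 SD, set per campaign, cut at about 52% in these data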;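 note: 0% = DMSO treated cells and 100% = cells given Gossypol at 36 µM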
Vif imaging = HIV Vif inhibition; HEK293T cells, Vif self-association by quenched fluorescence, imaging, 24 h; inhibition, % at 7.49 µM; 340,000 compounds, 0.35% hits; AID 602346; in the data active = inhibition above about 50%, passing the limit was not always enough; inconclusive = no clear call, values can overlap the other calls; inactive = below about 31%; note: some results filed as inactive read as strong as hits
TRAIL sens C8 = sensitizes caspase-8 expressing cells to TRAIL; NB7+C8 cells + TRAIL, ATPlite viability luminescence; AID 624354; 360,000 compounds, 1% hits; inhibition (viability loss, TRAIL sensitization), % at 10 µM;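 active = compounds causing at least 50% loss of cell viability in the single-dose screen, relative to plate controls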
LRH-1 inv ag = NR5A2 inverse agonism in reporter assay. O00482. HEK293T StAR-luciferase reporter, LRH-1 transfected, 24 h. inhibition, % at 3.6 µM. 360,000 compounds, 0.13% hits;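 active = inhibition above the mean inhibition of all tested compounds plus 3 SD, cut at about 73% in these data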;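 note: 0% = DMSO wells and 100% = reporter-only cells lacking LRH-1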
TLR9-MyD88 inh = TLR9-MyD88 interaction inhibition; CHO BLA complementation TLR9-MyD88, CCF4 FRET ratio; 340,000 compounds, 0.21% hits; AID 504734; inhibition, % at 4.98 µM;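 active = inhibition above the mean over all tested compounds plus 3 SD, cut at about 21% in these data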;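 note: 0% = DMSO only wells and 100% = clavulanate BLA inhibitor control wells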
Target sequence (Q99836 whole entry, looked up): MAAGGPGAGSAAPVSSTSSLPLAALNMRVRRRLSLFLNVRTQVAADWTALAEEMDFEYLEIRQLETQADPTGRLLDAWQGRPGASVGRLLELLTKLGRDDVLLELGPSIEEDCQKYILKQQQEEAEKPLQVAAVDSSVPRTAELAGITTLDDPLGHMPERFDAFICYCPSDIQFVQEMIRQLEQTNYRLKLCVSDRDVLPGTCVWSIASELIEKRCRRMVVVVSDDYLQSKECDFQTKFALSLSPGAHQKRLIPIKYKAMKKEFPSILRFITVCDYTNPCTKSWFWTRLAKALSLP
Target sequence (Q9NR96 whole entry, looked up): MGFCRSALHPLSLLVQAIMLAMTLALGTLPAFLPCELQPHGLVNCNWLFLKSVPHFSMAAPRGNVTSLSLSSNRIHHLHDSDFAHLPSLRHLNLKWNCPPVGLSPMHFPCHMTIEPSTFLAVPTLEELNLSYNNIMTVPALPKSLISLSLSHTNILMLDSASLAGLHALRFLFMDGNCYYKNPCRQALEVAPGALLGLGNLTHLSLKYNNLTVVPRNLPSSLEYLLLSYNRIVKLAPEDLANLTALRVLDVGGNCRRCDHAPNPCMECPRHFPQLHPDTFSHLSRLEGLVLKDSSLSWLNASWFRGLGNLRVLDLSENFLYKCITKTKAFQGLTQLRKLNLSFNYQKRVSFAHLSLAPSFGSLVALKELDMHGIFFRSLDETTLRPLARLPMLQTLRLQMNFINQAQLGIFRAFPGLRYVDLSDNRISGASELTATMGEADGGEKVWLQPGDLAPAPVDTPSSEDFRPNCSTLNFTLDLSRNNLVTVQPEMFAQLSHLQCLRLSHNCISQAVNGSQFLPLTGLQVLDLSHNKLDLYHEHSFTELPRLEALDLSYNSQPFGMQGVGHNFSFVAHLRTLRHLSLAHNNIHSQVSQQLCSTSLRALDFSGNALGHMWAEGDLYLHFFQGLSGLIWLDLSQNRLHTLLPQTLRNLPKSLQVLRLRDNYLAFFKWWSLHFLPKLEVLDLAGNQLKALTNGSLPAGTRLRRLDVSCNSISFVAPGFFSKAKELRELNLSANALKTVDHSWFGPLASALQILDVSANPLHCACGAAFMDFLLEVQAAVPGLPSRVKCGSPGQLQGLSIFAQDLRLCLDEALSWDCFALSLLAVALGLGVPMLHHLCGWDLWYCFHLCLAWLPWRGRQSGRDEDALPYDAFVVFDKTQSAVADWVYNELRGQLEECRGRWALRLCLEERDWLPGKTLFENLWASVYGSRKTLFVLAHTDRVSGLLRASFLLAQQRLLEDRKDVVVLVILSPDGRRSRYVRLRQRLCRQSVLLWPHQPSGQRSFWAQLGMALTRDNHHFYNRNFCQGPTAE
Numbers without * were called inactive; ? = inconclusive; . = not tested or not shown. Only part of the results is shown; the hit share may differ from the screen's.

Below each compound – NCOA3 inh	LMP1 NFkB inh	NOD2-RIPK2 inh	SRC1 inh	COUP-TFII inh	TROY signal inh	NCOA2 inhibitor	Vif imaging	TRAIL sens C8	LRH-1 inv ag	TLR9-MyD88 inh
1) Cc1ccc(NC(=O)COC(=O)CCNS(=O)(=O)c2c(Cl)cccc2Cl)cc1
  11	7	-11	18	8	-5	-6	-11	-2	-6	11
2) OC(COc1cccc2ccccc12)CN1CCN(c2ccccc2)CC1 (centres undefined)
  -16	-1	0	9	-18	1	2	13	-22	-1	-3
3) COC(=O)c1cc2c(n(-c3ccccc3)c1=O)CCCC2=O
  -18	4	1	10	9	-1	-11	4	-9	-9	-10
4) COc1ccc2c(c1)[C@H]1[C@H](CO2)[C@H](c2ccccc2)[C@]2(C)C(=O)Nc3ccc(F)cc3C(=O)N12
  -3	1	-2	16	11	3	-10	-2	11	-2	-17
5) CN(C(=O)c1ccc(NC(=O)Cc2ccc(NC(=O)C3CCN(C(=O)CCc4ccccc4)CC3)cc2)cc1)C1CC1
  20	-3	-3	-7	16	-5	11	12	-7	-11	-5
6) O=C1C2CCCN2C(c2ccc(F)cc2)N1c1nccs1 (centres undefined)
  2	-2	0	-4	10	-2	5	7	-3	-7	-5
7) COc1cc(CNCc2ccc(Br)cc2)cc(OC)c1
  -18	4	0	-7	-13	-3	17	-10	-11	-3	-13
8) O=[N+]([O-])c1cc(S(=O)(=O)NC2=NCCCCC2)ccc1NCC1CCCCC1
  -11	16	10	-1	10	31	3	4	0	9	6
9) COC(=O)c1ccc(C(=O)OC)c(NC(=O)CN2CCN(c3ccc(OC)cc3)CC2)c1
  8	6	-3	-23	9	16	-10	.	0	-5	-5
10) CCOC(=O)C(=O)Nc1ccc(OC)c(Cl)c1
  -20	-7	-9	13	8	5	-2	1	-1	-3	-17
11) CC1(C)CC(CCNC(=O)c2ccc(-n3cnnn3)cc2)CC(C)(C)N1
  -2	-2	8	-2	-1	-6	15	8	-8	8	1
12) O=C(O)CCn1nnc(-c2cccs2)n1
  -14	-12	0	-8	8	-12	-6	-2	-1	-17	-5
13) N#Cc1ccc(Oc2cccc(C(=O)O)c2)cc1C#N
  -12	-1	-4	5	12	4	-6	-4	-6	10	6
14) COC(=O)C1CCN(C2=C(NS(=O)(=O)c3ccc(Cl)cc3)C(=O)c3ccccc3C2=O)CC1
  -6	-2	-6	1	-15	-25	-3	1	7	-17	-3
15) Nc1c(C(=O)Nc2ccccc2F)sc2nc(-c3ccco3)ccc12
  -27	-1	6	-22	-15	-5	-38	.	15	-85	18
16) NNC(=O)Cc1cccc2ccc(Cl)cc12
  -20	5	5	-8	-9	0	6	-3	-11	5	1
17) COc1ccccc1NC(=O)CSc1nnnn1-c1ccc(F)cc1
  -8	-9	-6	12	-15	9	-8	6	6	6	3
18) CCCCN(CC)C(=O)c1n[nH]c(=O)c2ccccc12
  13	1	6	-2	2	10	6	8	1	11	3
19) COc1ccccc1C(=O)NNC(=O)C(=O)Nc1cccc(Cl)c1C
  15	-5	4	12	-25	-24	14	2	-21	0	1
20) CCOC(=O)C1CCCN(C2=NC(=O)/C(=C/c3ccc(N(C)C)cc3)S2)C1 (centres undefined)
  -14	4	17	-21	4	-59	17	?	7	-16	5
21) COc1ccc(/C=C(/NC(=O)c2ccccc2)c2nc3ccc(Cl)cc3[nH]2)cc1OC
  15	-3	-2	-11	-11	-1	-1	-17	26	8	-7
22) CCC1=NN2C(=N)/C(=C\c3cccn3-c3ccc(C)cc3C)C(=O)N=C2S1
  3	8	0	7	9	22	-38	-3	-8	-17	-4
23) COc1ccc(C2=Nc3ccccc3NC(=O)C2N(C(=O)c2cnc(C)cn2)c2ccc(N3CCOCC3)cc2)cc1 (centres undefined)
  -29	.	6	-9	-12	6	-48	14	-11	-9	.
24) NCCCC[C@@H]1NC(=O)c2cc([N+](=O)[O-])cc(I)c2SC[C@@H](C(N)=O)NC(=O)[C@H](Cc2ccc(O)cc2)NC1=O
  -2	1	-7	-8	.	-17	.	4	3	5	0
25) CC(C)C[C@H]1CN=C(N(C)C)N1CC(C)C
  -26	4	-7	-3	-9	-5	-1	16	-6	-1	6
26) C=C[C@@H](C)N(Cc1ccc(OC)cc1)S(=O)(=O)N(Cc1ccccc1)[C@H](C=C)C(C)C
  28	9	4	1	7	-9	0	-4	7	4	-3
27) Cn1c(C(=O)O)c(CC(=O)Nc2ccccc2F)c2ccccc21
  -14	-5	-8	-11	0	-2	21	.	-8	6	5
28) CCC(=O)Nc1cc(C(=O)O)ccc1Sc1ccccc1
  -5	3	-9	9	10	-36	-9	-11	0	0	5
29) COC(=O)c1sc2ncccc2c1OCc1ccccc1Cl
  -4	-1	-3	-1	7	-16	-31	18	-5	13	10
30) Cc1ccc(C)c(SCC(=O)Nc2ccc(S(=O)(=O)Nc3ncccn3)cc2)c1
  -5	-3	-11	-10	8	-8	25	3	33	-27	-1
31) Cc1ccc(-c2cc(C(=O)Nc3ccc(S(=O)(=O)Nc4ncccn4)cc3)[nH]n2)c(O)c1C
  -5	9	-5	12	1	-12	-1	-1	8	-25	6
32) CC(=O)Nc1cccc(C(=O)/C=C/c2ccc(Br)cc2)c1
  44	4	11	18	5	25	11	-1	20	19	4
33) CNC(=S)N1N=C(c2ccc(C)cc2)CC1c1ccc(OC)cc1 (centres undefined)
  -6	1	-10	-25	-11	-1	0	36	5	-4	-6
34) COc1ccc(CCN2C(=O)CCC3=C2CCC3=O)cc1OC
  7	.	-11	3	.	-1	.	-2	-10	-11	.
35) Cc1cc(Br)ccc1NC(=O)C1CCCO1 (centres undefined)
  -8	-5	-18	-14	-6	8	-10	-3	-10	4	6
36) O=C(NC1CCCN(Cc2ccccc2F)C1)C1CCC1 (centres undefined)
  2	5	-6	-4	14	-11	14	9	-6	-2	-1
37) Cc1nc(Nc2ccc(Cl)c(Cl)c2)sc1C(=O)Nc1ccccc1
  -17	-4	-11	-16	6	38	-6	0	6	-20	-4
38) CCN(CC)C(=O)Cn1cc(S(=O)(=O)CC(=O)NCc2ccc(C)cc2)c2ccccc21
  7	-1	-5	-4	4	-4	4	-1	-39	9	0
39) Cc1cc(NC(=O)C2CC(c3ccccc3Cl)=NO2)no1 (centres undefined)
  -1	-7	5	-20	-20	3	-9	.	28	-22	-1
40) CCOC(=O)c1sc(N2C(=O)C(O)=C(C(=O)c3ccc(C)o3)C2c2ccc(OC)c(OC)c2)nc1C (centres undefined)
  -4	5	-4	-31	-4	-27	-24	13	-13	-28	-1
41) COC(=O)c1ccc2c(=O)n(CCCCCC(=O)NCc3ccccc3)c(=O)[nH]c2c1
  1	-4	-6	-5	-26	-10	-15	-6	1	-20	-8
42) CC(C(=O)Nc1cc([N+](=O)[O-])ccc1Cl)N1CCN(c2ccccc2O)CC1 (centres undefined)
  9	-7	-8	-2	11	19	10	1	0	-9	12
43) Cc1ccccc1C(=O)N1CCN(c2ccc(NC(=O)c3cccnc3)cc2)CC1
  6	34	-13	14	17	10	24	2	8	21	0
44) COC(=O)c1ccc(NC(=S)N2CCN(Cc3ccccc3OC)CC2)cc1
  -18	6	-1	-4	0	5	11	8	-9	-18	7
45) C=CCN(CC=C)C(=O)CN1C(=O)c2ccccc2C1=O
  10	2	-7	9	-2	3	-4	-3	37	0	4
46) CCOc1cc(C(N)=O)cc(Br)c1OCC
  42	11	-16	49	7	5	18	-4	-6	-6	-11
47) COc1ccc(OC)c(NC(=S)NCc2cccs2)c1
  -3	1	2	-11	-3	-2	2	-3	-9	-14	-1
48) CC1=NN(C(=O)c2ccc(Cl)cc2)C(O)(c2ccccc2)C1 (centres undefined)
  -7	0	1	-10	-1	-3	1	1	-1	-25	1
49) COCCN(C(=O)c1snc(C(N)=O)c1N)C(C(=O)NC1CCCC1)c1cc(OC)c(OC)c(OC)c1 (centres undefined)
  -47	-2	-1	12	10	-3	-14	21	5	7	1
50) Cc1ccc(-c2nc3ccccc3c(=O)o2)cc1
  -72	-9	-9	-93	-29	-73	-46	-2	36	-75	3
51) CCn1nc(NC(=O)C(C)C)c2cc3cccc(C)c3nc21
  5	-5	6	9	19	14	36	-6	-6	-4	0
52) CCOC(=O)[C@]12CCC=C1N(CCC1=CCCCC1)C(=O)[C@H](CC(=O)NCc1ccc(C)o1)C2
  .	.	-10	.	1	-3	-7	.	-16	-8	.
53) COc1ccc(NC(=O)C2CCCN(c3cnccn3)C2)c(OC)c1 (centres undefined)
  -22	0	-5	-10	12	8	-24	-3	8	8	1
54) C#CCOCCOCCOCCNc1nc(N2CCN(C(=O)[C@H]([C@@H](C)CC)n3cc(CCC(=O)O)nn3)CC2)nc(N2CCN(C(=O)[C@H](CCCCN)n3cc(CCCC)nn3)CC2)n1
  -8	11	6	-12	0	1	-12	-4	-4	-13	-3
55) O=C(CSC1=NC2(CCCCC2)N=C1c1ccccc1)Nc1ccc2c(c1)OCCO2
  -3	-22	-17	-9	13	3	6	9	-14	-5	-8
56) CC(=O)C1=C(O)C(=O)N(c2ccc(O)cc2)C1c1cccc(F)c1 (centres undefined)
  -43	2	-1	6	2	-6	-16	-8	2	-5	-3
57) CCC(=O)Nc1ccc(C(=O)NNC(=O)C(c2ccccc2)c2ccccc2)cc1
  10	-8	-3	-2	-7	6	-9	0	10	10	-14
58) O=C1C=C(N2CCOCC2)CCC1
  9	5	-9	-16	-5	19	6	15	-22	-21	-2
59) CC(=O)c1cccc(NC(=O)CCCNC(=O)c2ccc(Cl)cc2)c1
  3	-3	1	-1	-1	-11	-29	-8	3	-6	-6
60) COc1ccc2c(c1)C(CC(=O)NN)CCC2 (centres undefined)
  6	-1	12	-7	-86	25	26	-2	-5	15	-12

Continued.
Below each compound – NCOA3 inh	LMP1 NFkB inh	NOD2-RIPK2 inh	SRC1 inh	COUP-TFII inh	TROY signal inh	NCOA2 inhibitor	Vif imaging	TRAIL sens C8	LRH-1 inv ag	TLR9-MyD88 inh
61) CC(C)(C)NC(=O)C(c1ccncc1)n1c(-c2ccc(C(F)(F)F)cc2)nc2ccccc21 (centres undefined)
  .	.	-13	.	-35	.	-68	.	79*	-178	.
62) C=CCc1ccccc1OCC(O)CN1CCN(c2ccc(C)cc2)CC1 (centres undefined)
  14	-2	-6	-1	4	7	8	11	-8	-22	-1
63) COc1cc(OC)cc(-c2c(Sc3ccccc3)c3cc(-c4cnc(OC)nc4)ccc3n2C)c1
  .	.	-6	.	-6	1	-5	.	8	-14	.
64) CCOC(=O)c1c(C)nc2sc(C(N)=O)c(N)c2c1-c1ccccc1
  9	-2	2	-7	15	2	25	-1	-5	2	-2
65) CCN(CC)S(=O)(=O)c1ccc(NC=C(C#N)C#N)cc1
  -3	4	-7	1	-6	10	-2	-2	-8	2	3
66) O=C(NNc1ccc(-c2csnn2)cc1)c1cc(Cl)cc(Cl)c1
  15	.	-3	-13	4	-10	0	6	-5	2	.
67) COc1ccc(CNC(=S)Nc2cccc(C)c2)cc1
  0	-7	0	8	-5	-11	-10	7	7	-25	-6
68) O=C(NCc1cccnc1)c1csc2c1CCCC2
  6	2	-4	-29	9	-2	-9	-7	-1	11	-16
69) Cc1ccc(NC(=O)NNC(=O)COc2ccc3ccccc3c2)cc1
  -28	7	5	-14	20	-11	-11	.	-14	7	13

Assay outcomes (PubChem BioAssay)
